BB579 growth dn: growth inhibitors of yeast BB579 in restrictive medium, primary screen, yeast lifespan-shortening project, S. cerevisiae; inhibition, % at 10 µM; OD615, 48 h; 140,000 tested, 0.51% active; AID 804, 2007;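 active = inhibition above a set limit, 3 SD over the mean compound inhibition, cut at about 44% in these data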; note: inactives centre near -24
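Material: Saccharomyces cerevisiae DeaD strain BB579, replicative lifespan model yeast; buffer or medium: CSMM-D restrictive synthetic medium containing dextrose (glucose); compound: 10 µM single dose, DMSO 0.25%; timing: 48 h compound exposure at 30 °C after 4 h preincubation; signal: turbidity as optical density at 615 nm; benchmarks: positive control amphotericin B 10 µg/mL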
Measles CPE: compounds protecting cells from measles virus cytopathic effect, primary screen, measles RdRp inhibitor project, single point, MLSMR library, absorbance; Measles virus-infected cells, CPE protection; protection (pct of control), % at 4 µM; 140,000 tested, 1.5% active; AID 841, 2007; in the data active = protection mostly above about 24%, no sharp cut-off; inactive = mostly below about 26%; note: some compounds called inactive have numbers as strong as hits
Yeast lifespan up: compounds extending yeast replicative lifespan, primary screen, S. cerevisiae, OD615; S. cerevisiae growth with nicotinamide; deaD strain in restrictive glucose medium; inhibition of the nicotinamide effect, % at 10 µM; 130,000 tested, 0.68% active;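 active = inhibition above a set limit, placed 3 SD over the median of all compounds, cut at about 26% in these data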;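 note: 0% = nicotinamide-treated wells and 100% = cells grown without nicotinamide; some compounds called inactive have numbers as strong as hits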
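Assay system: DeaD-strain S. cerevisiae. Medium: CSMM-D glucose medium, restrictive. Reagent: nicotinamide, 1.5 mM, co-present with compound. Compound: 10 µM single point, 0.25% DMSO. Schedule: culture preincubation 4 h, compound exposure 48 h, both 30 °C. Detection: absorbance at 615 nm.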
bCat KO growth: primary screen for growth suppressors in beta-catenin knockout HCT116 cells (colon tumor, human); HCT116 beta-catenin knockout viability, CellTiter-Glo, 60 h; hits give low values; viability, % at 10 µM; 140,000 tested, 1.5% active; AID 818, 2007;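 active = viability at or under a set limit, the compound median less 4 SD, cut at about 6% in these data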;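 note: 0% = Hyamine 1622 control at 20 µM and 100% = untreated cell control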
NPY Y2 blocker: NPY-Y2 receptor antagonists, primary screen, cell-based; Neuropeptide Y receptor type 2 (Homo sapiens), P49146; NPY-Y2 expressing cells, antagonist mode; inhibition, % at 2.7 µM; 140,000 tested, 0.99% active; AID 793, 2007; in the data active = inhibition above about 17%;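 note: 0% = vehicle with agonist challenge and 100% = reference antagonist with challenge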
Target sequence (P49146 whole entry, looked up): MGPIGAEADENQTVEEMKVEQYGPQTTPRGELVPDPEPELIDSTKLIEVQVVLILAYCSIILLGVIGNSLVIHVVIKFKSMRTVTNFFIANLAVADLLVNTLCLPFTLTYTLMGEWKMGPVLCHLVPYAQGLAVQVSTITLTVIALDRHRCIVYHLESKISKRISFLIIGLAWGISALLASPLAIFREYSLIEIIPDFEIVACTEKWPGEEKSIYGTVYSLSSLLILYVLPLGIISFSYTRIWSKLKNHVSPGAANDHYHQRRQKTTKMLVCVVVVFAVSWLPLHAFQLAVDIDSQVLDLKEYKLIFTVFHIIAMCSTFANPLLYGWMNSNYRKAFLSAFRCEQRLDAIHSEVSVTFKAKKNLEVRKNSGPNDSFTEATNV
E-sel TNF inh: E-selectin induction blockers in HUVEC – imaging, immunofluorescence, high content, primary screen; HUVEC TNFa-induced E-selectin immunofluorescence; inhibition, % at 2 µM; 120,000 tested, 0.71% active; AID 1246, 2008;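 active = inhibition above the batch mean plus 3 SD, and confirmed as a hit on visual image review, cut at about 43% in these data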;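 note: 0% = TNF-stimulated DMSO wells and 100% = unstimulated control wells; not every result past the cut was called active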
HCT116 PTEN-null: growth suppression of PTEN-null HCT116, primary screen, cell-based, CellTiter-Glo; 140,000 tested, 1.2% active; HCT116 PTEN-null viability, 60 h; hits give low values; viability, % at 10 µM;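 active = viability at or below a set limit, 4 SD under the median of all tested compounds, cut at about 3.7% in these data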;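 note: PTEN knockout HCT116 line with beta catenin targeted HCT116 as companion control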
Phagocyt inh: inhibitors of macrophage phagocytosis, primary screen, imaging, J774A.1 cells, IgG beads; J774A.1 macrophage IgG-bead phagocytosis; inhibition, % at 5 µM; 110,000 tested, 0.07% active; AID 1029, 2008;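 active = inhibition above the mean of the plate negative controls plus 5 SD, cut at about 13% in these data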;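 note: phagocytic index as fraction of beads internalized from green versus red external bead signal; plate controls were DMSO negative control for no effect and cytochalasin-D positive control for full effect; some results beyond the cut were filed as inactive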
GALR2 blocker: GALR2 antagonists in receptor-expressing cells, primary screen; 140,000 tested, 0.39% active; antagonist mode; Galanin receptor type 2 (Homo sapiens), O43603; AID 828, 2007; inhibition, % at 4 µM; in the data active = inhibition above about 27%;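 note: cells stimulated with galanin 1-16 at roughly its EC80; 0% = agonist challenge control and 100% = basal control without agonist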
Target sequence (O43603 whole entry, looked up): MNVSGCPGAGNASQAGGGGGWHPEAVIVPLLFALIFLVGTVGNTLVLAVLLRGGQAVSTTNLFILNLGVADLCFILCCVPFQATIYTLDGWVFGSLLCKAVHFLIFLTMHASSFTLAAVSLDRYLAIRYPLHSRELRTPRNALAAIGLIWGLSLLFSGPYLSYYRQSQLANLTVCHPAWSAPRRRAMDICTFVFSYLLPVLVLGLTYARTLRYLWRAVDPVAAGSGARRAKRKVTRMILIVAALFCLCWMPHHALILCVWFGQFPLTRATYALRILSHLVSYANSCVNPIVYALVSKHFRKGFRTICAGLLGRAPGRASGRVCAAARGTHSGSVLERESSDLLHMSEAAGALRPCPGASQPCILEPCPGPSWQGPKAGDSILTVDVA
MRP-1 activ: H69AR viability gain despite doxorubicin, primary screen, MRP-1 activator project, H69AR cells, CellTiter-Glo | viability rescue | viability increase, % at 10 µM | 140,000 tested, 0.61% active;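 active = viability gain under doxorubicin at or above a set limit, the compound median plus 3 SD, cut at about 4.7% in these data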;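 note: MRP-1 overexpressing cells given doxorubicin 25 µM after compound pretreatment; 18-22 h compound pretreatment then 72 h with doxorubicin before readout; 0% = doxorubicin-only wells and 100% = vehicle-treated cells without doxorubicin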
The depositor's hits bear a star; · = not tested or not shown. Rows are unselected; overall some 6.3% were active at least once.

SMILES	BB579 growth dn	Measles CPE	Yeast lifespan up	bCat KO growth	NPY Y2 blocker	E-sel TNF inh	HCT116 PTEN-null	Phagocyt inh	GALR2 blocker	MRP-1 activ
Cc1nnc(NC(=O)Cn2cnc3c2c(=O)n(C)c(=O)n3C)s1	-40	8	·	84	4	-8	98	·	9	0.0
CCCc1cc2c(cc1NC(=O)c1ccc(C)cc1)OCO2	-18	14	-2	96	4	-36	·	·	1	-0.9
Nc1c(-c2ccccc2)c(CSc2nc3ccccc3[nH]2)nn1-c1cccc(Cl)c1	-28	8	7	16	-1	·	11	·	11	-4.4
S=C(NCCc1ccccc1)N1CCN(C(c2ccccc2)c2ccccc2)CC1	-45	6	5	64	5	5	59	-9	-1	-0.5
O=C(NCc1ccc(N2CCCC2=O)cc1)NC1CCCCC1	-4	15	-10	99	0	-14	106	-2	0	-0.4
Cc1c(C#N)c(N=CN(C)C)c(C(=O)c2ccccc2)n1-c1ccccc1	-17	1	-9	80	2	-3	80	2	0	-0.7
CCOC(=O)N1CCC(Nc2c(NCCCOC)c(=O)c2=O)CC1	-40	24	0	86	-2	-5	100	0	-2	-1.9
COc1ccc(Cn2nnnc2CN(Cc2cc3cc(C)ccc3[nH]c2=O)C2CCCC2)cc1	-2	10	-5	66	4	0	54	·	11	-1.4
O=C(NNc1cccc(Cl)n1)c1c(Cl)cccc1Cl	-21	31	-4	77	-1	4	97	·	-5	-2.1
O=C(CCC(=O)OCc1ccc(C(=O)Oc2ccc(Cl)cc2)cc1)Nc1ccccc1	-4	7	4	93	2	8	92	-10	-12	1.0
O=C(Cc1sc(-c2ccccc2Cl)nc1-c1ccccc1)Nc1ccc(F)cc1	-53	11	-3	79	-1	·	85	4	-6	0.1
O=C(Nc1ccccn1)c1ccc([N+](=O)[O-])o1	40	19	19	21	-1	·	18	-11	13	-3.7
COc1ccc(OC)c(-n2c(=O)c3ccccc3c3ccccc3c2=O)c1	-12	6	4	85	-1	·	91	-11	18	-0.8
COc1ccc(C2=NCCc3cc(OC)c(OC)cc32)cc1OC	-35	24	4	84	6	0	80	-12	3	-0.3
O=C(C1CCCO1)N1CCN(Cc2nc3ccccc3c(=O)[nH]2)CC1 (stereo not given)	-26	5	-7	92	6	-12	89	1	7	-0.9
N#Cc1c(NC(=O)CN2CCN(C(=O)c3ccco3)CC2)sc2c1CCCCC2	-7	20	-26	81	6	·	72	0	-2	-3.4
OCC12COC(c3ccccc3)N1C(c1ccccc1)OC2 (stereo not given)	-31	23	3	91	1	-2	102	-1	-9	-2.6
COc1ccc(CS(=O)(=O)/C(Cl)=C(/Cl)C(=O)Nc2ccc(OC)nc2)cc1	-46	0	2	6	2	95*	4	-1	93*	-2.7
CCOC(=O)c1ccc(NC2OC(=O)c3ccccc32)cc1 (stereo not given)	22	14	-6	101	3	5	100	-1	-8	-1.7
CCC(Sc1nc2n[nH]c(C)c2c(=N)n1-c1ccc(C)c(Cl)c1)C(=O)N1CCOCC1 (stereo not given)	-19	11	-2	75	1	-32	72	0	-1	-3.0
Cc1ccccc1N(CC(=O)N/N=C/c1ccccc1Cl)C(=O)c1ccccc1	-6	4	-2	88	2	-40	96	·	-5	-1.3
CCOC(=O)CSc1nc2c(sc(=S)n2Cc2ccco2)c(=O)n1-c1ccc(F)cc1	-26	7	1	84	19*	-22	90	·	4	0.3
CCOCCCn1c(SCC(=O)NC(C)(C)C)nc2ccccc2c1=O	16	8	0	96	5	39	99	-1	0	0.5
CCC(C)Sc1nnc(Cc2cc(=O)[nH]c(=O)[nH]2)n1-c1ccc(F)cc1 (stereo not given)	-28	10	-4	93	3	·	98	0	-13	-2.3
CC(C)Cn1c(N)c(C(=O)COC(=O)c2cc(-c3ccco3)nc3ccccc23)c(=O)n(C)c1=O	-54	3	-6	78	6	11	71	1	-14	0.1
CC(=O)NC(CC(=O)NC1CCCCCC1)c1ccccc1 (stereo not given)	-22	21	0	96	2	-5	99	·	16	0.4
C=CCn1c(=N)n(CC(O)COc2ccc(OC)cc2)c2ccccc21 (stereo not given)	-12	20	-8	33	10	·	34	1	3	-3.7
CCOc1ccccc1C(=O)N1CCOCC1	-58	7	-3	89	2	-4	105	-1	-10	-1.2
CCN(CC)CC(=O)Nc1nc(-c2ccc(Cl)cc2)cs1	3	4	-13	79	1	-2	94	0	-10	1.7
COc1ccc(-c2nc3c(c(=O)[nH]c(=O)n3Cc3ccccc3)n2Cc2ccccc2)cc1	-108	26	1	67	2	4	67	·	-4	0.9
CCN1CCN(c2cc(-c3ccccc3)nc3cc(-c4cccc(F)c4)nn23)CC1	-66	8	·	1.2*	3	-29	1.4*	·	1	-7.7
CCc1cccc2c(C#N)cn(CCOc3ccccc3OC)c12	-21	4	-21	80	8	-23	87	·	-8	-1.7
O=C(Nc1ccc2c(c1)OCCO2)C1CCC1	-11	7	-19	82	-2	-22	93	-3	6	-2.5
Cc1ccccc1OCC(=O)N/N=C1\SCC(=O)N1Cc1ccccc1	-23	16	1	92	3	·	88	·	10	-0.4
O=C(CSc1nnc(-c2ccco2)o1)NC1CC2CCC1C2 (stereo not given)	-83	5	-3	95	4	3	105	0	4	0.2
Cc1csc(NC(=O)c2cc(-c3ccccc3)nc3ccccc23)n1	-15	14	-5	40	13	·	35	-8	-1	0.7
COc1ccc(-c2cnc(SCC(=O)Nc3nc(C(C)(C)C)cs3)n2Cc2ccco2)cc1	-44	9	·	63	8	-16	69	·	-3	-0.5
CCCCN1C(=O)C2NN=C(C(=O)OCC)C2C1=O (stereo not given)	-20	4	-19	93	1	4	98	·	9	-1.1
CSc1ccccc1NC(=O)c1cnc2n(c1=O)CCS2	21	7	-13	89	2	·	79	0	-4	3.0
O=C(NNC(=S)Nc1ccccc1)c1ccco1	-22	5	-2	95	4	-46	98	·	-17	-0.8
Cc1cnc(C(=O)Nc2ccccc2-c2ccc(C)o2)cn1	-49	18	-9	93	3	8	88	-1	-8	-4.2
Cn1c(SCC(=O)N2CCOCC2)nnc1-c1cccc(NC(=O)c2ccccc2F)c1	3	0	0	99	1	19	112	1	-10	-0.2
CCCc1cc(C(=O)NCc2cccs2)no1	-61	14	-9	89	-1	·	100	0	9	-1.2
CC(=O)NS(=O)(=O)c1ccc(NC(=S)NC(=O)c2ccco2)cc1	16	19	-5	95	0	-3	93	·	-3	-1.5
CCOC(=O)/C(C#N)=C/c1cc(C)n(-c2ccc(Br)cc2)c1C	-48	16	-8	83	2	-9	84	0	3	-0.7
Cc1ccccc1NC(=S)/C(=C(\[O-])c1ccc(C)c([N+](=O)[O-])c1)[n+]1ccccc1	-9	49	0	88	4	·	83	-7	-2	-2.4
N#Cc1c(NC(=S)NC(=O)c2ccccc2)sc2c1CCN(CCc1ccccc1)C2	-10	4	-4	93	4	·	86	·	5	-1.1
N#Cc1nc(-c2ccco2)oc1N1CCN(c2cccc(Cl)c2)CC1	-24	5	-17	111	10	7	88	1	2	1.6
COc1ccccc1NC1=NC2(CCCC2)N=C(N)N1	0	14	0	77	2	-19	100	-1	-7	-0.7
CC(Sc1ccccc1)C(=O)Nc1ccccc1C(=O)N1CCOCC1 (stereo not given)	6	9	-11	116	0	19	97	0	13	-0.8
CC(C)(C)C1=Nn2c(nnc2-c2ccco2)SC1	-45	3	-2	95	4	14	98	0	14	-1.7
CC/C(=C\C(=O)c1cccnc1)Nc1ccc(C)c(C)c1	-2	3	4	106	2	·	85	0	-6	-0.7
C=CCSc1nnc(NC(=O)COc2ccc3ccccc3c2)s1	-30	0	-6	82	4	-4	85	·	-9	-1.7
COc1ccc(N=Nc2[nH]c3ccc(C)cc3c2O)cc1	-9	8	-1	94	-5	·	98	-8	19	-2.1
COc1ccc(NC(=O)/C(C#N)=C/C=C/c2ccco2)cc1	-4	9	-8	12	6	·	13	-4	2	-3.7
C=CCOc1nc2c(c(=O)n(C)c(=O)n2C)n1Cc1c(Cl)cccc1Cl	-41	22	0	75	0	·	76	2	7	-3.3
CSCc1ccc(C(=O)Nc2cc(C)cc(C)c2)cc1	-31	4	2	88	3	·	81	-10	-14	-0.7
COc1ccccc1-c1cc(C(=O)NCCCn2ccnc2)no1	-69	13	-9	105	2	6	109	0	-3	-1.1
CCOc1ccccc1NC(=O)C1CCN(C(=O)NCc2ccccc2)CC1	-28	7	·	93	2	-8	95	·	6	-1.5
COc1ccc(N2CCN(c3ncnc4c3[nH]c3ccccc34)CC2)cc1	-46	8	-2	79	4	·	79	1	15	-1.4
The list goes on:
SMILES	BB579 growth dn	Measles CPE	Yeast lifespan up	bCat KO growth	NPY Y2 blocker	E-sel TNF inh	HCT116 PTEN-null	Phagocyt inh	GALR2 blocker	MRP-1 activ
CC(C)Cn1cnc2sc3c(c2c1=N)CCCC3	-5	33	1	86	4	-4	86	0	-7	-1.8
CCC(=O)c1ccc(Oc2ccc(C(=O)c3ccc(C)cc3)cc2[N+](=O)[O-])cc1	-27	20	2	81	4	5	80	-10	-8	-2.7
CCOc1cc(/C=N/O)cc(Br)c1OCc1ccc(Cl)cc1	-28	5	-19	48	6	-18	52	·	-11	-5.1
Cc1cc(Nc2ccccc2)c2c([N+](=O)[O-])ccc(C)c2n1	2	11	-5	68	-2	·	68	-6	12	-2.4
O=C(Nc1ccc(/C=C/c2nc3ccccc3o2)cc1)c1ccc(F)cc1	-23	16	-12	88	10	-17	53	·	5	-6.9
Cc1cc2nnc(SCCCCN3C(=O)c4ccccc4C3=O)n2c2ccccc12	-18	13	4	101	2	14	99	·	0	-2.1
COc1cccc(N(C(=O)c2cccs2)c2nc3ccccc3s2)c1	-14	8	-7	92	3	·	81	-3	2	-0.9
Cc1cc(=O)[nH]c(N2CCN(C(c3ccccc3)c3ccccc3)CC2)n1	-25	18	-7	94	1	7	87	-1	-3	-0.4
Nc1nc(N2CCCCC2)nc(N(c2ccccc2)c2ccccc2)n1	-27	17	2	93	1	·	91	0	5	-2.2
C=CCn1c(SCc2nc(N)nc(N(C)C)n2)nnc1-c1cccnc1	2	36*	-1	92	-1	·	94	-3	-11	-4.4
O=C(NC(Cc1ccccc1)c1ccc2c(c1)OCCCO2)c1ccccc1F (stereo not given)	-42	11	-16	83	5	-29	93	0	-10	-1.6
Cc1ccc(NCCC(=O)c2ccc(Br)cc2)cc1	-17	4	-17	89	1	-29	105	·	3	-4.2

Assay outcomes deposited in PubChem by several laboratories.
